Screening data as filed in PubChem BioAssay.
HepG2 tox: qHTS for Inhibitors of TGF-b: Cytotox Counterscreen. HepG2 CAGA-GFP viability, ATP luminescence, 18 h. Potency, µM (series often up to 46.1 µM), for the others: at the highest dose activity change, negative = cytotoxicity, usual class: cytotoxic. 0.76% of 410,000 active. AID 588856, 2011; further: potency means the concentration at half of the fitted maximal effect; some results filed as inactive show a strong effect at the top dose
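HepG2 CAGA-GFP cells (1000/well, DMEM with 1% FBS) received compound, then TGF-beta at 500 pg/mL final, and were incubated 18 hours at 37 degrees C. Viability was read by CellTiter-Glo luminescence. Media-only wells were set as complete cell-killing and DMSO as no toxicity.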
Nrf2 block: Nrf2 qHTS screen for inhibitors; A549 ARE-Fluc reporter, luciferase luminescence, 18-24 h; Potency, µM (series often up to 46 µM), inactives show at the highest dose activity change, negative = inhibition, actives largely listed as inhibitors; 2.1% of 360,000 active; AID 504444, 2011; further: potency means the concentration at half of the fitted maximal effect; on the % scale 0 is the no-effect control and ±100 the full control effect; nearly all actives have a fitted effect of over 60% in size
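In this cell-based qHTS, ARE-driven firefly luciferase in A549 cells reports Nrf2 activity; the luminescent signal after BugLite lysis is the measured value, with a prior CellTiter-Fluor read for cell health.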
Nrf2 ARE act: qHTS of Nrf2 Activators | AREc32 ARE-luciferase reporter (MCF7-derived line), luminescence, 24 h | Potency, µM (doses to about 46.1 µM), without a hit: at the top dose activation, actives largely listed as activators | 0.31% of 410,000 active; further: potency means the concentration at half of the fitted maximal effect; % of control where 0% means no effect; nearly all actives have a fitted effect of over 65% in size
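Each well held 1000 AREc32 cells, which were incubated with compound for 24 hr at 37 deg C after overnight attachment, and ARE reporter activity was quantified by firefly luciferase luminescence.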
Akt phos inh: HTS Assay for Inhibitors of Akt Phophorylation: Primary Screen; Neuro2A IGF-stimulated pAkt S473 HTRF, 20 min; hits give low values; activity change, % for hits at 50 µM; 0.32% of 360,000 active; in the data active means activity change below about -80%; inconclusive means mostly about -51% to -80%; further: on the % scale 0 is the no-effect control and ±100 the full control effect
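Neuro2A cells (4,500/well, DMEM with 0.5% FBS) were treated with compound at a single 50 µM final concentration, stimulated with 6 nM IGF for 20 min at 37 °C, and lysed. Phospho-Akt Ser473 was read by HTRF as 665/615 ratio ×10^4.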
A549 tox: Nrf2 qHTS screen for inhibitors: counterscreen for cytotoxicity; 0.16% of 390,000 active; A549 ARE-Fluc cells, CellTiter-Fluor viability, 18-24 h; Potency, µM (titrated, usually from 46 µM), without a hit: at the highest dose activity change, negative = cytotoxicity, most hits filed as inhibitors; AID 504648, 2011; further: potency means the concentration at half of the fitted maximal effect; on the % scale 0 is the no-effect control and ±100 the full control effect
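A549 ARE-Fluc cells in 5% FBS OPTI-MEM, 5000 cells/well, rested 2 h then exposed to compounds in concentration-response for 18-24 h at 37 °C. Viability by CellTiter-Fluor fluorescence (Ex 405/Em 525) after 30 min; luciferase luminescence (BugLite, 15 min, RT) read afterwards.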
Abeta yeast res: qHTS for compounds that reverse cellular toxicity of Amyloid beta (A-beta) peptide in yeast: Primary Screen; yeast expressing A-beta42, growth rescue, OD600, 48 h; response scale: 0% DMSO, 100% iron-clioquinol control; Potency, µM (highest dose often 46.1 µM), without a hit: at the highest dose growth rescue, most hits filed as activators; 0.063% of 410,000 active; AID 1347071, 2019; further: potency means the concentration at half of the fitted maximal effect; nearly all actives have a fitted effect of over 55% in size
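Yeast growth medium received pinned compounds, then yeast cells expressing toxic A-beta were added; plates incubated at 30 C for 48 hr. Growth read as absorbance at 600 nm, normalized to DMSO and equimolar FeCl3 plus clioquinol controls.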
TGFb inhibitor: qHTS for Inhibitors of TGF-b; HepG2 CAGA-GFP TGF-b/SMAD3 reporter, GFP fluorescence, 18 h; TGF-beta stimulated, 500 pg/mL final; 1.2% of 410,000 active; AID 588855, 2011; Potency, µM (titrated, usually from 46.1 µM), without a hit: at the top dose activity, negative = inhibition, hits mostly inhibitors; further: potency means the concentration at half of the fitted maximal effect; on the % scale 0 is the no-effect control and ±100 the full control effect; nearly all actives have a fitted effect of over 65% in size
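First, reporter cells (HEPG2 CAGA-GFP) rested 2 h at 37 degrees C. Next, compounds were pinned in and TGF-beta added to 500 pg/mL final. After 18 h, GFP was imaged per cell and summed per well.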
CCT modulator: High-Throughput Screening for Modulators of Cytosolic Chaperonin Activity; purified chaperonin ATPase assay, HTRF ADP detection, 30 min; activity change, % (no concentration beside the values), hits read low; 0.3% of 360,000 active; AID 651819, 2012; in the data active means activity change below about -30%; further: on the % scale 0 is the no-effect control and ±100 the full control effect
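TRiC (40 or 20 nM final, by batch activity) in 30 mM Tris pH 7.4, 100 mM KCl, 5 mM MgCl2, 1 mM DTT was treated with compound at 76 uM single dose, then 10 uM ATP, 30 min at 37 °C. ADP was read by HTRF Transcreener.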
MmCpn inh: Inhibitors of TCP-1 ring complex (TRiC) of Methanococcus maripaludis (MmCpn): qHTS; purified Mm-Cpn ATPase, ADP Transcreener TR-FRET; 0.031% of 330,000 active; Chaperonin Mm-Cpn (Methanococcus maripaludis); Potency, µM (series often up to 76.9 µM), for inactives: at the highest dose activity, negative = inhibition, usual class: inhibitors; further: potency means the concentration at half of the fitted maximal effect; on the % scale 0 is the no-effect control and ±100 the full control effect; nearly all actives have a fitted effect of over 80% in size
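Quantitative HTS used 25 nM Mm-CPN and 10 uM ATP in magnesium/KCl Tris buffer, pH 7.4, with 1 mM DTT. Hydrolysis ran 30 min at 37°C; ADP was read by HTRF.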
Starred values were filed as active, the others as inactive; i = inactive; ? = inconclusive; nt = no result given; & = joins results of further samples; [ ] = remark or other dose. Unless noted, the call rests on the fitted dose curve; in most records, active means well fitted curve in the direction sought with a large enough effect; inconclusive means small, poorly fitted or top-dose-only effect, or another doubt; inactive means no such curve, though single readings can be large; an effect the other way counts as inactive or inconclusive.

No.	Compound	HepG2 tox	Nrf2 block	Nrf2 ARE act	Akt phos inh	A549 tox
1	O=C(O)c1cccc(N/N=C/c2cccc3ccccc23)c1	-1%	?	0.2%	i	-2%
2	Cc1ccc(NC(=O)CSc2nnc(C)c(=O)n2N)cc1Cl	10%	-1%	-0.7%	i	-1%
3	O=C(O)Cc1ccc(C(=O)c2cccs2)s1	-11%	-17%	0.3%	i	-2%
4	CCOc1ccc(CCNC(=O)c2nnc(Cc3ccc(Cl)cc3Cl)o2)cc1OCC	-2%	0%	0.1%	nt	-2%
5	Cc1cc(Cl)ccc1OCCCC(=O)Nc1ccc(S(=O)(=O)Nc2ncccn2)cc1	5%	-17%	-0.7%	i	1%
6	Cc1ccc(NC(=O)Cn2c(=O)n(-c3ccccc3)c(=O)c3ccc(C(=O)NCc4ccc5c(c4)OCO5)cc32)c(C)c1	-11%	7.3µM*	0.4%	nt	-10%
7	CCOc1ccc(C(=O)Nc2ccc3nc(SCC(=O)N(C)c4ccccc4)sc3c2)cc1	-6%	5.8µM*	-0.3%	nt	-9%
8	CSc1ccc(CN(C)C(=O)C(c2ccccc2)c2ccccc2)cc1	-11%	?	-0.5%	i	-3%
9	O=C(OCC(=O)C12CC3CC(CC(C3)C1)C2)c1cccnc1Cl	3%	20%	0.1%	i	-1%
10	O=C1CC(NNc2ccccc2)C(=O)N1c1ccc(N2CCCCC2)cc1 (stereo not given)	0%	25%	3.0%	i	-6%

No.	Abeta yeast res	TGFb inhibitor	CCT modulator	MmCpn inh
1	-42%[inhibitor]	10%	-0.7	0%
2	9%	2%	-0.7	-1%
3	10%	2%	-6.9	-2%
4	0%	-23%	nt	nt
5	-15%	-10%	-11	0%
6	-10%	-5%	nt	nt
7	-7%	-31%	nt	nt
8	7%	?	-1.5	0%
9	-20%	14%	0.5	0%
10	-6%	0%	-1.4	3%

The list continues.
No.	Compound	HepG2 tox	Nrf2 block	Nrf2 ARE act	Akt phos inh	A549 tox
11	COc1ccc(C2/C(=C(\O)c3ccc4c(c3)OCCO4)C(=O)C(=O)N2CCCn2ccnc2)cc1 (stereo not given)	16%	8%	-0.5%	i	-3%
12	c1ccc2[nH]c(-c3ccncc3)nc2c1	-7%	2%	3.0%	i	5%
13	CSc1nc2ccc(Br)cc2[nH]1	-3%	9%	0.1%	i	-4%
14	CCCCN1C(=O)C(O)(CC(=O)c2c(C)coc2C)c2ccccc21 (stereo not given)	-2%	6%	0.0%	i	18%
15	Cc1ccc(-n2nc3c(=O)n(CC(=O)NCc4ccc(C)o4)nc(C)c3c2C)cc1	-1%	?	-0.3%	i	-9%
16	CCn1cc(C(=O)NCC2CCCO2)c(=O)c2cc(S(=O)(=O)N3CCCCC3)ccc21 (stereo not given)	-24%	-19%	-0.8%	-109%*	-2%
17	O=C(O)c1cccc(-c2ccc3c(c2)OCO3)c1	-17%	?	1.9%	i	1%
18	Cc1ccc(CC(=O)Nc2nc3c(s2)CCCC3)cc1	-28%	?	2.6%	i	-5%
19	COc1ccccc1NC(=O)CCSc1nnc(-c2ccc(O)cc2)o1	-19%	-1%	0.3%	i	-5%
20	Cc1ccc(C(=O)Nc2ccc(OCc3ccccc3)cc2)s1	-44%	-1%	2.0%	i	1%

No.	Abeta yeast res	TGFb inhibitor	CCT modulator	MmCpn inh
11	-21%	12%	0.5	-1%
12	-8%	-4%	-9.5	-7%&-18%
13	-16%	14%	0.9	1%
14	13%	25%	1.5	3%
15	-4%	-20%	-0.6	2%
16	-15%	-4%	-1.9	-2%
17	-33%[inhibitor]	-20%	-1.4	1%
18	?	0%	-0.5	1%
19	-9%	13%	-22	-1%
20	3%	?	-2.0	1%

Random excerpt: 2 entries already listed, in no set order.
No.	Compound	HepG2 tox	Nrf2 block	Nrf2 ARE act	Akt phos inh	A549 tox
16	CCn1cc(C(=O)NCC2CCCO2)c(=O)c2cc(S(=O)(=O)N3CCCCC3)ccc21 (stereo not given)	-24%	-19%	-0.8%	-109%*	-2%
14	CCCCN1C(=O)C(O)(CC(=O)c2c(C)coc2C)c2ccccc21 (stereo not given)	-2%	6%	0.0%	i	18%

No.	Abeta yeast res	TGFb inhibitor	CCT modulator	MmCpn inh
16	-15%	-4%	-1.9	-2%
14	13%	25%	1.5	3%

(more compounds)
No.	Compound	HepG2 tox	Nrf2 block	Nrf2 ARE act	Akt phos inh	A549 tox
21	COc1ccc(S(=O)(=O)N2CCCCC2)cc1NC(=O)c1ccc(CS(C)(=O)=O)cc1	-15%	13%	0.8%	i	6%
22	CCCCSc1nnc(-c2ccc(NC(=O)CC)cc2)n1C	12%&9%	-4%	0.0%	i	5%
23	CCCS(=O)(=O)NC(=O)C1(C)CCCN(C(=O)c2cc(-c3ccccc3)cs2)C1 (stereo not given)	-38%	nt	0.1%[9.22 µM]	i	nt
24	CCOc1cc(C(=S)N2CCCC2)ccc1OC(=O)Cc1ccc(F)cc1	5%	7%	0.4%	i	10%
25	CCOC(=O)/C(=N\Nc1ccccc1)S(=O)(=O)c1ccccc1	-12%	?	-0.9%	i	-3%
26	CCC(C)(C)NC(=O)C(c1ccccc1)N(C(=O)c1csnn1)C1CC1 (stereo not given)	-5%	-4%	0.3%	i	-9%
27	Cc1cnc(NC(=O)CC(C)c2ccccc2)s1 (stereo not given)	-8%	?	0.6%	i	0%
28	COc1ccc([C@@H]2[C@@H]3C(=O)N(C(C)(C)C)C(=O)[C@@H]3[C@]3(C)C(=O)N(c4ccc(C(F)(F)F)cc4)C(=O)N23)cc1	3%	0%	3.7%	i	0%
29	CCC(=O)Nc1ccc(NC(=S)NC(=O)/C=C/c2ccco2)cc1	-1%	8%	4.9%	i	-5%
30	Nc1c(C(=O)Nc2nccs2)sc2nc(-c3cccs3)cc(C(F)(F)F)c12	-4%	-10%	15%	nt	-12%

No.	Abeta yeast res	TGFb inhibitor	CCT modulator	MmCpn inh
21	-19%	4%	0.6	1%
22	3%	5%&13%	-0.9	-6%
23	-1%	-12%	-2.2	nt
24	7%	0%	1.1	0%
25	16%	-8%	-1.1	0%
26	9%	2%	-0.2	1%
27	18%	1%	2.3	2%
28	22%	?	-1.6	-11%
29	-2%	-5%	0.4	-5%
30	5%	324%[activator]	0.6	-4%

New compounds follow.
No.	Compound	HepG2 tox	Nrf2 block	Nrf2 ARE act	Akt phos inh	A549 tox
31	Cc1ccc(NC(NC(=O)c2cccs2)C(Cl)(Cl)Cl)cc1 (stereo not given)	-9%	?	3.6%	i	-3%
32	COc1ccc(-c2nc(CS(=O)(=O)CC(=O)NCc3ccccc3OC)c(C)o2)cc1	-10%	-3%	-0.1%	i	0%
33	CN(Cc1ccccc1)C(=O)c1cccc(NC(=O)Cc2ccc(NC(=O)C3CCN(S(=O)(=O)c4cccc([N+](=O)[O-])c4)CC3)cc2)c1	-39%	-10%	-0.2%	i	10%
34	CCOC(=O)c1cnc2nc(NCc3ccc(OCC)cc3)[nH]n2c1=O	1%	10%	-0.6%	nt	9%
35	O=C(CNC(=O)c1ccccc1)NCc1nc2ccccc2[nH]1	0%	-6%	-0.3%	i	1%
36	CCN(CC)CCCNC(=O)Cn1cnc2sc(C)c(S(=O)(=O)N3CCN(c4ncccn4)CC3)c2c1=O	5%	3%	-0.9%	i	-2%
37	COc1ccc(OC)c(-c2cc(C(=O)N/N=C/c3ccc(F)cc3)c3ccccc3n2)c1	35%	0%	-0.8%	i	3%
38	Cn1cnnc1SCC(=O)Nc1ccc(Oc2ccccc2)cc1	-39%	6%	-0.2%	i	9%
39	CN(C)c1ccc(/C=C2\CCC/C(=C\c3ccccc3)C2=O)cc1	2%	5%	0.4%	i	-14%
40	O=C(Nc1c(F)cccc1F)c1ccc(-n2cncn2)nc1	9%	-11%	-0.7%	i	3%

No.	Abeta yeast res	TGFb inhibitor	CCT modulator	MmCpn inh
31	2%	0%	-5.9	0%
32	5%	-14%	0.6	0%
33	-8%	-6%	0.5	nt
34	-5%	28%	nt	nt
35	-5%	-14%	0.4	2%
36	-3%	25%	0.6	2%
37	0%	-24%	0.3	nt
38	-13%	-2%	-1.3	?
39	5%	-3%	1.5	0%
40	3%	?	0.5	3%

Further records follow:
No.	Compound	HepG2 tox	Nrf2 block	Nrf2 ARE act	Akt phos inh	A549 tox
41	COc1ccccc1CCC(=O)Nc1ccc(OC)c(S(=O)(=O)N2CCCCC2)c1	-14%	?	-0.1%	i	-20%
42	C=C(c1ccccc1)c1ccccc1N	-7%	1%	-0.2%	i	2%
43	COc1ccc2nc(NC(=O)c3ccccc3F)sc2c1	-22%	1.3µM*	?	i	7%
44	CCCCn1c(N)c(N(CCOC)C(=O)CCNC(=O)c2ccc(Br)cc2)c(=O)[nH]c1=O	7%	7%	0.2%	i	-2%
45	O=C(NC(=S)Nc1cc(S(=O)(=O)N2CCOCC2)ccc1O)c1ccco1	-3%	2%	4.3%	i	-1%
46	Cc1nc(C)c(-c2csc(Nc3ccc(O)c(C(=O)O)c3)n2)s1	9%	0%	-0.5%	i	-2%

No.	Abeta yeast res	TGFb inhibitor	CCT modulator	MmCpn inh
41	8%	2%	1.1	-11%
42	-5%	1%	0.7	1%
43	-12%	5%	0.8	-11%
44	-1%	3%	-2.8	2%
45	-15%	1%	0.6	-2%
46	10%	11%	-0.7	-9%
